ERG Ets-DNA blk – ERG Ets/DNA interaction inhibition | Potency, µM (titrated, usually from 76.9 µM), for inactives: at the highest dose FP activity, negative = inhibition, actives largely listed as inhibitors | 370,000 compounds, 0.028% hits | AID 624246 | fluorescence polarization, His-ERG Ets domain / labelled DNA; active means well fitted inhibition curve with a large enough effect in the polarisation, with a control signal flat; inconclusive means small, poorly fitted or top-dose-only effect, or effect the other way, or a change in a side signal; inactive means no such curve, though single readings can be large or run the other way; the % refers to the polarisation;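 further: polarization taken with two DNA probes labelled with fluorescein and Texas red; potency means the concentration at half of the fitted maximal effect; % of control where 0% means no effect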
Target sequence (P11308 whole entry, looked up, the tested form may be a part): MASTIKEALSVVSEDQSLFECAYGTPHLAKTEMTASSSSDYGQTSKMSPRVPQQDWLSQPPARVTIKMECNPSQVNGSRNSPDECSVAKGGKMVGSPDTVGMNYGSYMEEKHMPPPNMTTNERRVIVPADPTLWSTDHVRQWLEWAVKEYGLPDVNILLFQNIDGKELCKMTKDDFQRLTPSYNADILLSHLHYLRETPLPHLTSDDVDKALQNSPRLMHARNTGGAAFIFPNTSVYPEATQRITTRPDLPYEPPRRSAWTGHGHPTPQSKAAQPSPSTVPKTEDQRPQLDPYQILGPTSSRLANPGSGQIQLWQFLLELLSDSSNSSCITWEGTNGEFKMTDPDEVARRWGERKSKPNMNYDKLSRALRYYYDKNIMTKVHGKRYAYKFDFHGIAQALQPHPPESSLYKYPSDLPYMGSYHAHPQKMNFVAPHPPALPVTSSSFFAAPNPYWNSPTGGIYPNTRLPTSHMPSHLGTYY
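His-tagged ERG Ets domain (1 uM in the protein solution; 300mM KCl, 50mM Tris-HCl, 1mM EDTA, 1mM DTT, pH 7.5) received compound, then a probe mix of 5 nM fluorescein-DNA and 100nM Texas-615-DNA. Fluorescence polarization was read for both dyes.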
LDHA block – inhibitors of human lactate dehydrogenase A; activity change, % (values are at about 110 or 230 µM); purified LDHA, NADH/diaphorase-resazurin fluorescence; active compounds read low; AID 1347041; P00338; 480,000 compounds, 0.15% hits; in the data active means activity change below about -30%; inconclusive means mostly about -25% to -30%;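 further: plate controls were DMSO wells for no effect and wells without enzyme for full effect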
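Enzyme activity of human lactate dehydrogenase 5 (2 nM; 0.06 mM NADH, 0.2 mM pyruvate, 5 min, RT) is measured via a resazurin/diaphorase fluorescence readout of residual NADH.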
RGS4 inhibitor – inhibitors of human regulator of G protein signaling 4. Transcreener GDP fluorescence polarization, RGS4-accelerated GTP hydrolysis. P49798. 390,000 compounds, 0.039% hits. Potency, µM (titrated, usually from 114 µM), inactives show at the top dose activity change, negative = inhibition, actives largely listed as inhibitors; further: potency means the concentration at half of the fitted maximal effect; on the % scale 0 is the no-effect control and ±100 the full control effect; nearly all actives have a fitted effect of over 75% in size; some results filed as inactive show a strong effect at the top dose
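MLSMR compounds (23 nl, pin-transferred) preincubated 10 min at room temperature with a 500nM (2x) first reagent, then RGS4 at 900nM (2x) plus Transcreener GDP mix added; fluorescence polarization (620/688 nm) read before and after 90 min at 30 °C.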
POLB inh – DNA polymerase beta (human) inhibition. P06746. Pol beta primer extension/strand displacement, fluorescence kinetic. Potency, µM (top dose mostly 114 µM), for inactives: at the highest dose activity change, negative = inhibition, actives largely listed as inhibitors. 340,000 compounds, 1.3% hits; further: potency means the concentration at half of the fitted maximal effect; on the % scale 0 is the no-effect control and ±100 the full control effect
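Pol beta (10 nM) was preincubated with compound for 15 min at room temperature. The reaction was then started with 50 nM substrate and read immediately and after a further 10 min at room temperature.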
12-LOX inh – blocks human arachidonate 12S-lipoxygenase; P18054; purified 12hLO, xylenol orange hydroperoxide absorbance; Potency, µM (top dose mostly 108 µM), for the others: top-dose activity change, negative = inhibition, most hits filed as inhibitors; 580,000 compounds, 1.1% hits; AID 1671190; further: potency means the concentration at half of the fitted maximal effect; on the % scale 0 is the no-effect control and ±100 the full control effect
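Purified human 12hLO (150 nM final) in 25 mM Hepes, 0.01% Triton X-100, pH 7.0 was preincubated 15 min at room temperature with compound. Then 40 uM arachidonic acid was added, 30 min. Hydroperoxide was read by Fe-XO absorbance ratio 573/405 nm.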
Pol kappa inh – inhibitors of human DNA polymerase kappa | 400,000 compounds, 0.53% hits | Potency, µM (doses to about 107 µM), for the others: at the highest dose activity, negative = inhibition, hits mostly inhibitors | purified Pol kappa, fluorescent DNA synthesis assay, 10 min; further: potency means the concentration at half of the fitted maximal effect; on the % scale 0 is the no-effect control and ±100 the full control effect
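First, compounds were pin-transferred onto 10 nM Pol kappa. After 15 min at room temperature, substrate was added to 50 nM final. Fluorescence was then measured kinetically at 0 and 10 min.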
POLH inh – DNA polymerase eta (human) inhibition; Q9Y253; recombinant Pol eta, fluorescent DNA replication assay; Potency, µM (highest dose often 114 µM), inactives show at the top dose activity change, negative = inhibition, hits mostly inhibitors; 390,000 compounds, 1.2% hits; further: potency means the concentration at half of the fitted maximal effect; on the % scale 0 is the no-effect control and ±100 the full control effect
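Fluorescent replication assay: 50 nM final substrate added after a 15 min room-temperature compound preincubation with 10 nM enzyme. Signal taken at 0 min and again at 10 min.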
Apoferritin bind – binds horse apoferritin like a general anesthetic | AID 485281 | Potency, µM (series often up to 77.5 µM), inactives show at the top dose activity change, negative = displacement, actives largely listed as inhibitors | P02791 | apoferritin/1-aminoanthracene competitive binding, fluorescence | 350,000 compounds, 0.074% hits; further: potency means the concentration at half of the fitted maximal effect; on the % scale 0 is the no-effect control and ±100 the full control effect; nearly all actives have a fitted effect of over 20% in size
Target sequence (P02791 2-175 limits assumed): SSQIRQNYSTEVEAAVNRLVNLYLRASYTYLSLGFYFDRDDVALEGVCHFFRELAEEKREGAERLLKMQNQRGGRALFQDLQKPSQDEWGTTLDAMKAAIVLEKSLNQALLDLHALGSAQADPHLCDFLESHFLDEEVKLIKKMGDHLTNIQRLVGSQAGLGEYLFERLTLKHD
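Horse-spleen apoferritin (10 uM) was mixed with 50% saturated 1-aminoanthracene in PBS, exposed to compounds for 10 min at room temperature, and read for fluorescence (ex 380 nm, em 535 nm). Competitive displacement was fitted with a four-parameter Hill equation.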
APEX1 inh – blocks human APE1 abasic DNA cleavage. recombinant APE1, TAMRA/BHQ-2 abasic DNA cleavage fluorescence. Potency, µM (doses to about 65.8 µM), for inactives: at the top dose activity change, negative = inhibition, usual class: inhibitors. 350,000 compounds, 0.35% hits. AID 2517. P27695;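 further: potency means the concentration at half of the fitted maximal effect; plate controls were vehicle for no effect and reference inhibitor for full effect; nearly all actives have a fitted effect of over 55% in size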
Target sequence (P27695 whole entry, looked up): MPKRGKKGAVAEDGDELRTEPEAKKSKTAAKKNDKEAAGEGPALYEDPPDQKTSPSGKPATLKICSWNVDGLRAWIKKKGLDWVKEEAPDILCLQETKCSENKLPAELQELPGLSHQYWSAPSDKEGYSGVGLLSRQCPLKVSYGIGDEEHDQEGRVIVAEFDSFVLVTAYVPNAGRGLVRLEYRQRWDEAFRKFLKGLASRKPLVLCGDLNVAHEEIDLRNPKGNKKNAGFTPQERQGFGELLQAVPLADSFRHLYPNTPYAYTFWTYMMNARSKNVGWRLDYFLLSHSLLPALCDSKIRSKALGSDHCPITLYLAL
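APE1 at 0.75 nM final was preincubated with compound 15 min at room temperature, then 50 nM double-stranded THF abasic-site substrate (5'-TAMRA/3'-BHQ-2) was added. Fluorescence (ex 525/em 598 nm) was read kinetically; third-minus-first read gave activity.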
* = called active by the depositor; ? = inconclusive; · = not tested or not shown; [ ] = remark or other dose. Unless noted, the call rests on the fitted dose curve; in most records, active means well fitted curve in the direction sought with a large enough effect; inconclusive means small, poorly fitted or top-dose-only effect, or another doubt; inactive means no such curve, though single readings can be large; an effect the other way counts as inactive or inconclusive. Not all compounds are listed (hit frequency here may not be typical).

smiles	APEX1 inh	ERG Ets-DNA blk	12-LOX inh	Apoferritin bind	RGS4 inhibitor	POLB inh	LDHA block	POLH inh	Pol kappa inh
CC(=O)c1ccc(OCc2cc(C(=O)N(C)C(C)c3nccs3)no2)cc1 (centres undefined)	5%	-5%	-2%	?	-22%[56.9 µM]	-10%	-1	-3%	5%
Cc1cc(=O)[nH]c2c(C)c(N)ccc12	-8%	-3%	0%	-5%	-4%	24%	-1	-19%	-7%
CN1CCN(C(=O)c2ccc3c(c2)N(Cc2ccccc2)CCS3)CC1	13%	16%	·	1%	-5%	-21%	2	-10%	16%
Cc1ccc(CN2CCN(C(=O)c3ccncc3)CC2)cc1	0%	-1%	-19%	-7%	8%	31%[activator]	-21	-13%	-5%
O=C(CCS(=O)(=O)c1ccc2c(c1)NC(=O)CO2)NCc1ccccc1	64%[activator]	-18%	5%	2%	-12%[56.9 µM]	23%	-2	13%	11%
CCC(=O)Nc1c2c(nn1-c1ccc(F)cc1)CS(=O)C2 (centres undefined)	-3%	0%	-30%	0%	-13%	1%	1	-4%	11%
Cc1cccc(C)c1NC(=O)CNC(=O)c1ccccc1OCc1ccccc1	2%	4%	1%	·	-11%	·	-4	-20%	-5%
CC(=O)c1ccc(N2CCN(C(=O)C3CCN(S(=O)(=O)c4c(C)noc4/C=C/c4ccc(C)cc4)CC3)CC2)cc1	·	-4%	-7%	5%	-2%	5%	0	-5%	-4%[60.1 µM]
CC(=O)NC1(C(F)(F)F)C(=O)Nc2c1c(=O)n(C)c(=O)n2C (centres undefined)	-1%	-1%	0%	-5%	25%	11%	-12	-2%	-5%
CCn1c(SCC(=O)Nc2nccs2)nnc1-c1ccco1	5%	8%	-15%	-13%	2%	4%	-3	-15%	-7%
CCNC(=O)CSc1nc2ccccc2c(=O)n1OC	18%	-4%	446%[activator]	-5%	9%	-1%	-4	-2%	-2%
CC(C)(C)OC(=O)C[C@@H]1C/C=C\C[C@H](CC(=O)N(CCO)Cc2ccccc2)C(=O)N[C@@H](Cc2c[nH]c3ccccc23)COC1=O	?	-10%	-16%	·	8%	·	6	-11%	-18%

More results.
smiles	APEX1 inh	ERG Ets-DNA blk	12-LOX inh	Apoferritin bind	RGS4 inhibitor	POLB inh	LDHA block	POLH inh	Pol kappa inh
CC(NC(=O)c1cn(C)c2ccc(S(=O)(=O)N3CCCC3)cc2c1=O)c1ccccc1 (centres undefined)	76%[activator]	?	-14%	-2%	-11%	14%	-1	-7%	12%
Cc1ccccc1OCCCN1CCCC1	2%	-13%	-54%	-5%	0%	115%	-10	-9%	-9%
Cc1ncc(CN2CCCCC2C(=O)Nc2ccc(Oc3ccccc3)nc2)cn1 (centres undefined)	-11%	-6%	10%	-8%	-1%	-2%	-7	-8%	-21%
COc1ccc(N2CCN(C(=O)c3sc4nc5n(c(=O)c4c3C)CCC5)CC2)cc1	·	-1%	1%	-5%	8%	8%	2	-11%	8%
COc1ccc(Br)cc1CNC(=O)C1COc2ccccc2C1 (centres undefined)	·	-4%	-19%	45%[activator]	-13%	23%	-7	-9%	-5%[60.1 µM]
COc1ccc(-c2cc(C(F)F)n3ncc(C(=O)Nc4cc(OC)ccc4OC)c3n2)cc1	·	3%	-16%	-4%	13%	0%	-15	-19%	-3%
O=S(=O)(Nc1ccccc1-c1ccccc1)c1ccccc1	·	-2%	9%	·	-13%	·	-3	-15%	-14%
O=C(COc1cc(Cl)c(Cl)cc1Cl)Nc1ccc([N+](=O)[O-])cc1Cl	-1%	2%	420%[activator]	-7%	-8%	-16%	-4	-23%	1%
COc1ccccc1CNC(=O)c1cccc(NC(=O)N2CCSc3ncccc32)c1	·	0%	?	6%	-19%	30%	-10	-12%	10%
Cc1ccc(Cl)c2sc(N3CCN(C(=O)c4ccco4)CC3)nc12	37%	13%	5%	·	-18%	·	1	-16%	0%
O=C(COc1ccc(Cl)cc1)N1CCCC1	14%	-7%	0%	4%	15%	58%	-7	-6%	-3%
Cc1ccc(CN2CCC(CNC(=O)Nc3ccc(Cl)cc3)C2)cc1 (centres undefined)	·	2%	?	-3%	1%	19%	-2	-17%	-4%

(further entries)
smiles	APEX1 inh	ERG Ets-DNA blk	12-LOX inh	Apoferritin bind	RGS4 inhibitor	POLB inh	LDHA block	POLH inh	Pol kappa inh
Cc1ccc(C)c(NC(=O)CN(C)C(=O)c2ccc(S(=O)(=O)N3CCCCCC3)cc2)c1	9%	-2%	180%[activator]	·	-2%	·	-5	-15%	-19%
CN1CCN(S(=O)(=O)c2ccc([N+](=O)[O-])cc2)CC1	16%	3%	-4%	-4%	25%	32%	0	-4%	-8%
O=S(=O)(Nc1nc2ccccc2nc1Nc1ccc(N2CCOCC2)cc1)c1cc(Cl)ccc1Cl	-4%	-5%	3%	-6%	-26%[11.4 µM]	5%	-1	-15%	-21%
Cc1ccc(CSCC(Nc2ccc(C(=O)O)cc2[N+](=O)[O-])C(=O)O)cc1 (centres undefined)	11%	·	2%[57.4 µM]	-15%	-6%	27%	-9	-3%	-4%[60.1 µM]
COc1cccc(N=Nc2c(N)[nH]n3c(=O)c4c(nc23)CCCC4)c1	3%	-6%	-9%	-17%	-36%	5%	7	-14%	-11%
Cc1ccc(C2C3=C(CC(C)(C)CC3=O)N(CCN3CCOCC3)C3=C2C(=O)CC(C)(C)C3)cc1	0%	-2%	0%	91%[activator]	3%	15%	0	2%	-11%
COc1ccc(N2C(=O)CC(SC(C)C)C2=O)cc1 (centres undefined)	1%	·	?	-19%	25%	-10%	1	-3%	-21%
COc1ccc(C(=O)CN2C(=O)c3ccccc3C2=O)cc1	0%	13%	0%	4%	8%	12%	-4	-17%	-7%
COc1ccc(-c2n[nH]c(=S)n2/N=C/c2cccn2C)cc1	1%	-8%	?	7%	-36%	1%	-6	-20%	-16%
COc1cccc(Cn2c(=O)n(-c3ccc(C)c(F)c3)c(=O)c3sc4ccccc4c32)c1	·	5%	0%	2%	-29%	?	-1	-24%	-7%
CN(C)c1ccc(-c2cc(C3C4C=CCCC4(C)C(=O)N3Cc3ccccc3)ccc2F)cc1 (centres undefined)	-1%	·	·	29%	1%	·	·	·	10%
O=C(Nc1ccc(CN2CCCCC2)cc1)c1c(F)c(F)c(F)c(F)c1F	3%	-2%	6%	?	-7%	1%	-11	0%	-14%

Next section:
smiles	APEX1 inh	ERG Ets-DNA blk	12-LOX inh	Apoferritin bind	RGS4 inhibitor	POLB inh	LDHA block	POLH inh	Pol kappa inh
O=C1N[C@@H](Cc2ccccc2)[C@@H](c2ccco2)O1	14%	-7%	19%	0%	9%	17%	-2	1%	-9%
O=C(/C=C/c1ccco1)Nc1ccc(Cl)c(-c2nc3cc(Cl)ccc3o2)c1	·	7%	?	-10%	?	-10%	-15	2%	-10%
O=C(COC(=O)c1cnccn1)Nc1ccc(Cl)cc1	1%	11%	0%	-4%	16%	-3%	-5	5%	-11%
O=C(COC(=O)C1CCN(c2ccc(C(F)(F)F)cn2)CC1)NCc1ccc(Cl)cc1Cl	-9%	25%	?	·	-8%	·	1	-15%	-12%
CCN(CC)c1ccc(S(=O)(=O)N2CCOCC2)cc1NC(=O)Cn1nc(C)c([N+](=O)[O-])c1C	?	-6%	27%	·	23%	·	0	-7%	-11%
CCNC(=O)COc1ccc(CC)cc1	?	-14%	-5%	5%	-26%	46%	-4	-2%	-4%
CC/C(C)=N\NC(=O)CNC(=O)c1ccc(Cl)cc1Cl	?	-5%	2%	?	-1%	8%	1	-9%	6%
COc1ccc(OC)c(NC(=O)c2ccc(-n3cccn3)nc2)c1	-2%	8%	6%	-12%	-9%	3%	-1	-12%	-5%
O=S(=O)(NCc1nc2cccnc2n1Cc1ccccc1Cl)c1ccc2c(c1)CCCC2	·	1%	-8%	0%	-17%	-2%	3	-9%	-13%[60.1 µM]
O=C(CNS(=O)(=O)c1ccccc1)NCc1cccnc1	2%	-10%	-3%	0%	-18%[11.4 µM]	19%	-6	-20%	-13%
COc1ccc(-c2nc3c(-c4ccccc4)cnn3cc2C)cc1F	0%	-2%	1%	-9%	-4%	2%	-2	-10%	-2%
CC(=O)Oc1ccccc1C(=O)N(C1CCCCC1)C1CCCCC1	16%	3%	46%[activator]	-14%	-3%	-12%	-18	-22%	-13%

Remaining list, next part
smiles	APEX1 inh	ERG Ets-DNA blk	12-LOX inh	Apoferritin bind	RGS4 inhibitor	POLB inh	LDHA block	POLH inh	Pol kappa inh
O=C1C(O)CC2c3ccccc3CC3(CCCC3)N12 (centres undefined)	-5%	10%	-44%	-4%	-53%	23%	2	-27%	3%
COc1ccc2c(c1)c(CC(=O)OCC(=O)N(C)C)c(C)n2C(=O)c1ccc(Cl)cc1	-14%	5%	-22%	3%	15%	79%	2	-19%	-19%
COc1cccc(CN2CCCC(C(=O)c3ccc4c(c3)OCO4)C2)c1OC (centres undefined)	2%	-2%	-3%	-13%	-1%	3%	-4	-13%	-17%
CCN(CC)S(=O)(=O)c1ccc(N2CCc3cc(OC)c(OC)cc3C2)nc1	34%	2%	-7%	-15%	-28%	21%	7	-9%	-16%
COC(=O)C1=C(c2ccccc2)c2ccccc2S(=O)(=O)N1CC(=O)Nc1ccccc1C(F)(F)F	·	-3%	-21%	?	-3%	0%	-7	-13%	-13%
O=[N+]([O-])c1ccc2c(c1)/C(=N\O)c1ccccc1-2	-5%	-4%	218%[activator]	-5%	?	-2%	-3	-17%	1%

Screens as filed in PubChem.
